Source: PubChem (Broad Institute)
E-selectin induc: induces E-selectin expression in human endothelial cells | HUVEC E-selectin immunofluorescence imaging; normalized: neutral wells 0, TNF-alpha wells 100 | activation, % at 7.58 µM | actives 0.37% (n = 260,000) | AID 686992;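 active means mean E-selectin-positive cell signal at least 10% of the positive control, reached in at least 60% of replicates, without over 20% cell loss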;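 further: in these data hits start at about 27%; measured in HUVEC primary endothelial cells; signal is the percent of cells scored E-selectin positive by PE staining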
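material = human umbilical vein endothelial cells (HUVEC), E-selectin induction | quantity = 3,000 cells/well | medium = EGM-2 growth medium on 0.1% gelatin-coated wells | technique = immunofluorescence imaging | read-out basis = % PE-positive cells | control set = TNF-alpha positive control, DMSO neutral control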
Xi reactivation: activators of X-chromosome reactivation in mouse fibroblasts | XiGFP mouse fibroblasts, % GFP-positive cells imaging, 3 d; cells co-treated with 5-aza-dC sensitizer; scaled so ellipticine positive control = 100% | activation, % at 7.58 µM | actives 0.055% (n = 360,000);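 active means mean normalized replicate activation at least 10% and every replicate at or above 10%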;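 further: 0% = median of on-plate neutral control wells and 100% = ellipticine 6 µM median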
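Schedule: 3 d treatment, 15 min room-temperature fixation; system: 68-5-11 XiGFP fibroblast line; buffer or medium: DMEM plus 5-aza-dC sensitizer; control set: ellipticine 6 µM positive control; compound: one concentration, pinned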
FN deposit inh: fibronectin deposition inhibition; actives 0.086% (n = 350,000); AH1F fibroblasts, Alexa488-fibronectin deposition fluorescence, overnight; inhibition, % at 12.6 µM;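 active means mean inhibition across replicates of 30% or more, regardless of how many single replicates reach that level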;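 further: positive control wells lacked labelled fibronectin entirely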
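test system = AH1F fibroblasts assembling fluorescent fibronectin matrix | quantity = 10000 AH1F cells per well | buffer or medium = DMEM plus 2% serum, read in PBS | doses = single dose, pinned | incubation = 1 h cell attachment, overnight exposure to compound and label | detection = fluorescence at 485 nm excitation, 525 nm emission | read-out basis = inhibition from reduced deposited-fibronectin fluorescence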
RAD52 anneal inh: RAD52 (human) annealing inhibition | P43351 | recombinant RAD52 DNA annealing, FRET fluorescence | inhibition, % at 18.7 µM | actives 0.46% (n = 360,000);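 active means every replicate showing at least 50% inhibition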
RAD54 branch: blocks human RAD54 Holliday junction branch migration; actives 0.14% (n = 360,000); inhibition, % at 10.4 µM; Q92698; FAM/BHQ fluorescence;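 active means mean normalized replicate activity at least 40 and at least half of replicates scoring 40 or more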;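 further: 0% = median of neutral control wells and 100% = median of positive control wells; inhibitors cause a drop in the FAM fluorescence signal; in these data hits start at about 50%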
Target sequence (Q92698 whole entry, looked up): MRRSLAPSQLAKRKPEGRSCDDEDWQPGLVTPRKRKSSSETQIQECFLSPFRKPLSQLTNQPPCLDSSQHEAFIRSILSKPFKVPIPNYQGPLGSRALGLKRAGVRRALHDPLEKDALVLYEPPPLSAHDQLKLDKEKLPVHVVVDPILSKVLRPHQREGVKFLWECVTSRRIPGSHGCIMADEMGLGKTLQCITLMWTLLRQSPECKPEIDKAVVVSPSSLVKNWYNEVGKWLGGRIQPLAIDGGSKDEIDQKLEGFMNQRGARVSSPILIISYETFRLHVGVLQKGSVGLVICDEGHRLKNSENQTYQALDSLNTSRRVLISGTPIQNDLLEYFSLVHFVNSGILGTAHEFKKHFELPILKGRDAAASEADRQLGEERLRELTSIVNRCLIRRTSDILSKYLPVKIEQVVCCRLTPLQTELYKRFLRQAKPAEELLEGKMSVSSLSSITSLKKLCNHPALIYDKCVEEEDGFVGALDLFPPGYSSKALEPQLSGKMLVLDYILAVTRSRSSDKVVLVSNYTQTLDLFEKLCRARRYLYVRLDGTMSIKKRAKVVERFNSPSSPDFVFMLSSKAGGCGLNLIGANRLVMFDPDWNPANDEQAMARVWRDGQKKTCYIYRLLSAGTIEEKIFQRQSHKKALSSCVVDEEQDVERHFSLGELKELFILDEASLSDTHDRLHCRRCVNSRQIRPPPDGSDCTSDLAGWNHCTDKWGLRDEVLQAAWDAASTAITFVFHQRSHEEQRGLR
esBAF inh: blocks esBAF chromatin remodeling in mouse ES cells; Bmi1-luciferase knock-in reporter, 24 h; 100% = twice the neutral-well signal; reporter increase, % at 12.5 µM; actives 2% (n = 350,000); AID 602393; in the data active means activation above about 40%;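 further: 0% = median of the plate's neutral control wells and 100% = double that signal; a rise in the Bmi1 reporter signal indicates esBAF inhibition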
EWS-Fli block: blocks EWS/Fli oncoprotein-driven transcription | A673 NR0B1-luciferase reporter, viability-normalised | inhibition, % at 12.6 µM | actives 0.67% (n = 350,000);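 active means mean inhibition of at least 50% after viability correction, with every replicate also passing that limit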;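 further: firefly luciferase signal divided by Alamar Blue viability fluorescence both relative to DMSO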
S100A4 MyoIIA: S100A4-myosin IIA interaction inhibition; inhibition, % at 10.7 µM; S100A4/TAMRA-MyoIIA peptide fluorescence polarization; actives 0.14% (n = 360,000);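 active means mean inhibition of at least 70% across replicates, with every replicate also reaching that level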
Target sequence (P26447 whole entry, looked up): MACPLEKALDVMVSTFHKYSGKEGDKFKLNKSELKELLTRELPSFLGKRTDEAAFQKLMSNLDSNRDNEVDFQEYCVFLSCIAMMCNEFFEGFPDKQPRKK
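Test system: S100A4 monomer protein. Medium: HEPES buffer with Ca2+, pH 7.2. Reagent: fluorescent myosin IIA peptide, 5 nM. Compound dosing: single-point compound testing. Timing: 5 min between mix addition and reading. Benchmarks: DMSO neutral and TFP positive wells.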
The depositor's hits bear a star; · = no result given; & = joins results of further samples.

SMILES | E-selectin induc | Xi reactivation | FN deposit inh | RAD52 anneal inh | RAD54 branch | esBAF inh | EWS-Fli block | S100A4 MyoIIA
CC1CCCCC1NC(=O)CSc1nnc(-c2ccco2)n1N (stereo not given) | -2.7 | 0.0 | 2 | -3 | 5 | 2 | -8 | 3
C[C@@H]1CCCCO[C@@H](CN(C)C(=O)c2ccncc2)[C@@H](C)CN([C@@H](C)CO)C(=O)c2cc(NS(=O)(=O)c3ccc(Cl)cc3)ccc2O1 | -0.1 | 0.0 | -5 | -6 | -1 | -4 | -1 | 10
Fc1ccc(CNc2ccccn2)cc1 | 3.0 | 0.0 | 4 | 3 | -3 | 9 | -15 | -1
O=C1OCCN1C(=O)[C@H]1[C@H](c2ccccc2)C(c2ccc(F)cc2)=NN1c1ccccc1 | -5.7 | 0.0 | -6 | -46 | -15 | 2 | 0 | -2
CC(C)C#Cc1ccc([C@@H]2[C@H]3CN(C(=O)c4ccc5c(c4)OCO5)CC(=O)N3[C@H]2CO)cc1 | 0.0 | 0.1 | 7 | -5 | · | · | -4 | -14
COc1cccc(CN2CCC(N(CCc3ccccc3)Cc3ccccc3)CC2)c1OC | 2.7 | 0.2 | 6 | · | 15 | · | · | ·
C[C@@H]1CN([C@@H](C)CO)C(=O)c2cc(NC(=O)Cc3ccccc3)ccc2O[C@@H]1CN(C)S(=O)(=O)c1ccc(Cl)cc1 | -14 | -0.1 | · | 12 | 3 | -3 | -7 | -4
C/C=C/c1ccc([C@H]2[C@H](CO)N3C(=O)CN(C(=O)Nc4cccc(OC)c4)C[C@@H]23)cc1 | 0.1 | 0.0 | -4 | 19 | · | · | -6 | -6
COc1ccccc1C#Cc1cnc2c(c1)C(=O)N([C@@H](C)CO)C[C@@H](C)[C@@H](CN(C)C(=O)CN(C)C)O2 | -0.1 | 1.2 | · | 51* | 15 | 8 | 9 | 18
COc1ccc(C(=O)NN=C2CCCC2)cc1OC | -0.2 | -0.1 | 1 | -3 | -6 | · | · | 5
C=CCn1c(SCC(=O)Nc2ccc(F)cc2F)nnc1-c1cnccn1 | 3.5 | 0.5 | 2 | -5 | -4 | 30 | -77 | -1
C[C@@H]1CN([C@H](C)CO)C(=O)c2cccc(NS(=O)(=O)c3ccccc3)c2O[C@@H]1CN(C)S(=O)(=O)c1cn(C)cn1 | 0.2 | -0.1 | · | 8 | -21 | -3 | -4 | -19
CCOC(=O)CN1CCC(c2ccccc2)CC1 | · | 0.0 | -7 | -11 | 3 | 4 | 6 | -3
COC(=O)[C@@]12C[C@@H](CC(=O)NCC34CC5CC(CC(C5)C3)C4)C(=O)N(Cc3ccco3)C1=CCC(C)(C)C2 | -0.2 | -0.2 | -9 | -9 | · | · | -4 | 0
COCCNC(=O)C(c1ccc(OC)cc1)N(Cc1ccco1)C(=O)CCC(=O)Nc1ccccn1 (stereo not given) | · | 0.1 | -6 | -9 | -2 | -3 | -7 | -3
C=CC(=O)N1C/C(=C/c2ccccc2)C(=O)/C(=C\c2ccccc2)C1 | -0.2 | 0.0 | 40* | -18 | · | · | 72* | -1
Cc1cc(NC(=O)Nc2cccc(C(F)(F)F)c2)n(C)n1 | · | 0.2 | 4 | -10 | · | · | 6 | 3
O=C(Nc1ccccc1)C1Cc2c(-c3cccc(F)c3)ccnc2O1 (stereo not given) | 0.1 | 0.0 | 8 | -6 | -5 | 1 | -8 | 0
O=c1[nH]c(=O)n(C2CCCO2)cc1F (stereo not given) | 0.3 | 0.1 | -9 | -10 | -6&-24 | -10&-1 | -3 | 0&-13
Cc1ccc2c(c1)NC(=O)C(CC(=O)N(C)Cc1ccccc1)O2 (stereo not given) | 0.0 | 0.0 | 15 | -12 | -22 | 15 | -2 | -2
Cn1nccc1C(=O)Nc1sc2c(c1C#N)CCCC2 | -0.3 | 0.4 | -7 | -10 | -3 | 34 | -51 | -1
COc1ccc2c3c(n(C)c2c1)[C@H](CO)N(CC1CC1)CC31CN(C(C)=O)C1 | 0.0 | 0.3 | · | -8 | · | · | -1 | 1
c1ccc(CSc2ccc(-c3ccccn3)nn2)cc1 | -1.0 | 0.0 | 21 | 5 | -11 | 11 | 10 | 2
O=C(C[C@@H]1CC[C@@H]2[C@H](COC[C@H](O)CN2CC2CCCCC2)O1)NCc1ccc(Cl)cc1 | -0.1 | 0.0 | 4 | 14 | 4 | -2 | -1 | 18
Cc1cc(C)c2c(c1)/C(=N/NC(=O)c1ccc(O)cc1)CCC2 | · | -0.8 | · | 2 | · | · | 4 | -6
CCOc1ccccc1N(CC(=O)N1CCN(Cc2ccccc2)CC1)S(=O)(=O)c1ccccc1 | -0.5 | 0.1 | · | -5 | · | · | 1 | 0
CCOC(=O)c1cc(CC)sc1N | · | · | · | -8 | 4 | 4 | 1 | -3
CC(C)CCc1noc(CN(C)CC2CCN(Cc3ccccc3)CC2)n1 | -0.1 | 0.1 | -3 | -17 | 3 | 4 | 1 | -6
CC(C)(C)OC(=O)NOCC(=O)N(CC(=O)c1ccccc1)Cc1ccccc1 | -0.1 | -0.1 | 7 | -8 | 9 | -1 | -1 | 0
C#Cc1ccc([C@H]2C=C(C(=O)O)O[C@@H](OCc3ccc(CO)cc3)C2)cc1 | 0.4 | 0.5 | 6 | -27 | 0 | 1 | 0 | -2
O=C(Nc1ccc2c(c1)[C@@H]1C[C@@H](CC(=O)N3CCc4ccccc4C3)O[C@H](CO)[C@@H]1O2)C1CCC1 | 0.0 | 0.2 | 5 | 7 | -9 | 4 | -6 | -3
CCc1ccc(NC(=O)CCS(=O)(=O)c2ccc3c(c2)CCN3C(C)=O)cc1 | · | 0.3 | 5 | -5 | -8 | 7 | -14 | -1
CC(CN1CCCCC1)OC(=O)/C=C/c1ccccc1 (stereo not given) | 1.1 | 0.1 | 11 | -17 | -1 | -5 | 20 | 1
Cc1ccccc1S(=O)(=O)NCC[C@H]1CC[C@@H](NC(=O)C2CCCC2)[C@@H](CO)O1 | 0.0 | -0.1 | -3 | 7 | -11 | 3 | 2 | -10
C[C@H]1CN([C@@H](C)CO)C(=O)c2cccc(NS(=O)(=O)c3ccc(F)cc3)c2O[C@H]1CN(C)C(=O)Nc1ccc(F)cc1 | -0.3 | 0.1 | · | 12 | 2 | -3 | -3 | -13
CCOC(=O)C1CCCN(/C=C2\SC(=S)N(CC)C2=O)C1 (stereo not given) | · | 0.0 | 0 | 1 | · | · | -12 | 0
O=C(NCc1ccco1)c1ccc(-c2csnn2)cc1 | · | 0.1 | 5 | -12 | · | · | -9 | -2
CNC[C@@H]1OCCCC[C@@H](C)Oc2ccc(NC(=O)c3ccncc3)cc2C(=O)N([C@H](C)CO)C[C@@H]1C | 0.7 | 0.5 | · | 7 | -1 | -12 | -2 | -31
COC(=O)c1ccc2nc(-c3ccco3)c(Cc3ccccc3)n2c1 | · | 0.3 | -7 | -21 | 2 | 11 | 12 | -2
COC(=O)c1c(Sc2ccccc2)c2ccccc2n1C | -0.1 | 0.0 | 14 | 5 | -20 | -4 | 1 | -5

One compound at a time (already shown). Screens in order: E-selectin induc	Xi reactivation	FN deposit inh	RAD52 anneal inh	RAD54 branch	esBAF inh	EWS-Fli block	S100A4 MyoIIA
Entry for `COC(=O)c1ccc2nc(-c3ccco3)c(Cc3ccccc3)n2c1` = ·	0.3	-7	-21	2	11	12	-2
Entry for `Cc1ccccc1S(=O)(=O)NCC[C@H]1CC[C@@H](NC(=O)C2CCCC2)[C@@H](CO)O1` = 0.0	-0.1	-3	7	-11	3	2	-10
Entry for `COC(=O)c1c(Sc2ccccc2)c2ccccc2n1C` = -0.1	0.0	14	5	-20	-4	1	-5

The list continues:
SMILES | E-selectin induc | Xi reactivation | FN deposit inh | RAD52 anneal inh | RAD54 branch | esBAF inh | EWS-Fli block | S100A4 MyoIIA
CC(C)Oc1cc(F)ccc1-c1cc(C(=O)Nc2ccccc2)[nH]n1 | 0.1 | 0.0 | 1 | -12 | -6 | 16 | -37 | -3
Cc1ccc(C(=O)NCCNC(=O)c2ccc(C)nc2)cc1 | 0.1 | 0.0 | 4 | -2 | -1 | 10 | 6 | -2
CCn1c(SCC(=O)Nc2c(C)n(C)n(-c3ccccc3)c2=O)nc2c1c(=O)n(C)c(=O)n2C | · | 0.1 | -8 | -9 | · | · | -8 | -4
C[C@@H]1CN([C@H](C)CO)C(=O)c2cc(NC(=O)Nc3ccccc3)ccc2O[C@H]1CN(C)C(=O)Nc1cccc2ccccc12 | -0.2 | 0.0 | · | -2 | 4 | 5 | -2 | -5
CC(=O)N(C)C[C@H]1Oc2ncc(C#CCc3ccccc3)cc2C(=O)N([C@@H](C)CO)C[C@H]1C | -0.2 | -0.4 | 0 | -14 | -2 | 6 | 2 | -16
CC1(C)NS(=O)(=O)Oc2ccccc21 | 0.6 | 0.0 | -6 | -12 | 3 | 0 | -8 | -6
O=C(Nc1ccc2ccccc2c1)c1ccccc1F | · | 0.0 | 4 | -10 | -4 | -4 | 21 | 3
Cc1noc(C)c1NC(=O)NCC[C@H]1CC[C@H](NC(=O)c2ccc(F)cc2)[C@@H](CO)O1 | -0.2 | 0.5 | -4 | 4 | 0 | -1 | -11 | 9
O=C(Nc1ccccc1)NC1CCN(Cc2c(F)cccc2Cl)CC1 | -0.1 | 0.0 | -2 | -7 | -9 | -1 | 1 | 4
O=C(CN1CCN(Cc2ccc(Cl)cc2)CC1)N/N=C/C=C/c1ccccc1[N+](=O)[O-] | 0.0 | 0.3 | 16 | -4 | · | · | 8 | 2
Cc1ccccc1-c1ccc(C2[C@H]3CNC[C@@H]2N3S(=O)(=O)c2ccc(Cl)cc2)cc1 (stereo not given in full) | 0.0&-0.7 | 0.3&0.1 | -4&-7 | -95&45 | · | · | 7 | -12&-5
CC1CCN(CCCCOc2cccc(C(C)C)c2)CC1 | 0.2 | 0.1 | 1 | 5 | 3 | -5 | 6 | 1
CN1OC[C@@H]2CN(C(=O)C(C)(C)C)[C@H](c3ccc(-c4cccnc4)cc3)C[C@@H]21 | 0.0 | 0.0 | 2 | -8 | -7 | -1 | -12 | 0
CC(C)Cc1cc(C(=O)N2CCCC(CCC(=O)N(C)CCc3ccccn3)C2)no1 (stereo not given) | · | 0.0 | 3 | 8 | 5 | -1 | 0 | -1
O=C(Nc1ccc2c(c1)[C@H]1C[C@@H](CC(=O)N3CCOCC3)O[C@@H](CO)[C@H]1O2)NC1CCCCC1 | 0.0 | 0.1 | -3 | 5 | -9 | -4 | -4 | 7
CCCOc1ccc(C(=O)NCC(c2ccco2)N(C)C)cc1OC (stereo not given) | 1.2 | -0.1 | -1 | -2 | · | · | -9 | -1
CC(=O)Nc1ccc(CN2CCCC(CO)(Cc3cccc(Cl)c3)C2)cc1 (stereo not given) | · | -0.1 | 0 | 7 | -2 | 4 | 6 | -23
O=Cc1c(SCCO)nc2ccccn2c1=O | 3.5 | 0.2 | -10 | -33 | 4 | -4 | 10 | 6

Part of the list above, reformatted.
Values in the order – E-selectin induc	Xi reactivation	FN deposit inh	RAD52 anneal inh	RAD54 branch	esBAF inh	EWS-Fli block	S100A4 MyoIIA
- Cc1ccccc1-c1ccc(C2[C@H]3CNC[C@@H]2N3S(=O)(=O)c2ccc(Cl)cc2)cc1 (stereo not given in full)
    0.0&-0.7	0.3&0.1	-4&-7	-95&45	·	·	7	-12&-5
- CC1CCN(CCCCOc2cccc(C(C)C)c2)CC1
    0.2	0.1	1	5	3	-5	6	1
